Screening data: PubChem BioAssay, Sanford-Burnham Center for Chemical Genomics
697 NFkB inh: lowers PMA/ionomycin-induced NF-kB signal in 697 B cells; 697 B-cell NF-kB luciferase reporter, 16 h; inhibition, % at 4 µM; actives 0.33% (n = 330,000); AID 435022; in the data active = inhibition above about 35%
XBP1 UPR activ: adaptive UPR (XBP1) activation | actives 0.33% (n = 330,000) | activation, % at 20 µM | CHO-XBP1 luciferase reporter, IRE1-XBP1 UPR activation, luminescence; percent of tunicamycin response, DMSO as zero;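 active = versus positive control, 20 µM dose yields 30% or more activation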;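 note: 100% = tunicamycin at 10 µg/mL and 0% = DMSO only wells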
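Assay system: IRE1-XBP1 luciferase reporter CHO line. Input: 1000 cells/well. Buffer or medium: F12 with 10% serum. Doses: 20 µM, 1% DMSO. Times: overnight seeding at 37 °C, 6 h compound treatment at 37 °C. Technique: Steady-Glo luciferase glow luminescence, 10 min after reagent addition.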
Mdm2-MdmX inh: disrupts the human Mdm2-MdmX interaction; O15151+Q00987; SaOS-2 split-luciferase Mdm2/MdmX complementation, luminescence; inhibition, % at 8 µM; actives 3% (n = 330,000);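 active = inhibition of at least 50% at 8 µM in the primary screen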
Target sequence (O15151 whole entry, looked up): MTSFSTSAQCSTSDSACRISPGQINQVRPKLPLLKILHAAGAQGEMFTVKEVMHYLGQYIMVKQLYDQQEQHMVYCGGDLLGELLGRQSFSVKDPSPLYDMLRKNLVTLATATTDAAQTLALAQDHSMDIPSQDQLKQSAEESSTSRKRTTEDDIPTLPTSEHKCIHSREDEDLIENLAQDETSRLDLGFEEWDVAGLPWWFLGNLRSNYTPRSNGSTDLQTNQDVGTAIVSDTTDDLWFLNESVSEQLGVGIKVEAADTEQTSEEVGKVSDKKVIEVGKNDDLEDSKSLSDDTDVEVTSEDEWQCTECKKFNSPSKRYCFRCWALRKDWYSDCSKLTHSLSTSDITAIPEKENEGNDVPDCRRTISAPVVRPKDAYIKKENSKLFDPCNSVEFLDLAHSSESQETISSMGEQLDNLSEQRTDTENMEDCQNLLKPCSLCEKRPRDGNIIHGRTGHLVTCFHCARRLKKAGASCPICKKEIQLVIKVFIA
Target sequence (Q00987 whole entry, looked up): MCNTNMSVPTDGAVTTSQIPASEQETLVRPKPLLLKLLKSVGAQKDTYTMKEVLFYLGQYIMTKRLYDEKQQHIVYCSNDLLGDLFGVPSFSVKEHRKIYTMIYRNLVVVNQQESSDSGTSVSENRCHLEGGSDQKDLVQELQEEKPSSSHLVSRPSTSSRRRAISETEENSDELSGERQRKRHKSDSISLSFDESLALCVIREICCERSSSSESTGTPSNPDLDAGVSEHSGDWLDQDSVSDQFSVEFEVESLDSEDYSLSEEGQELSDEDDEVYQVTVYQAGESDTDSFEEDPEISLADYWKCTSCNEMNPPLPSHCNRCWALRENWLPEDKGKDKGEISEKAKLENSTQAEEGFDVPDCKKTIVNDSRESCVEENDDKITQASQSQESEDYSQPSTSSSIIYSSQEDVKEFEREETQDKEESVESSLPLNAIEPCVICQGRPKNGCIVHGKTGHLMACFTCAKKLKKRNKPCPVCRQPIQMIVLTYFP
Jurkat NFkB inh: lowers PMA/ionomycin-induced NF-kB signal in Jurkat cells; actives 0.53% (n = 330,000); PMA/ionomycin-induced NF-kB luciferase reporter, luminescence; AID 435003; inhibition, % at 4 µM; in the data active = inhibition above about 50%
EBI2 block: EBI2 (human) antagonism. P32249. EBI2 beta-arrestin recruitment, luminescence, 7a,25-OHC stimulated. inhibition, % at 5 µM. actives 0.81% (n = 360,000); in the data active = inhibition above about 38%;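 note: enzyme fragment complementation signal reports receptor beta-arrestin coupling in cells; 0% = agonist plus DMSO wells and 100% = wells without agonist; some results beyond the cut were filed as inactive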
CCR6 antagonist: antagonists of human CCR6 receptor. actives 0.49% (n = 340,000). P51684. inhibition, % at 20 µM. CHO-K1 CCR6 PathHunter beta-arrestin, luminescence, CCL20-stimulated;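 active = compounds whose inhibition of the agonist-driven luminescence signal at 20 µM reaches about 50%, limit read from the data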;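 note: cells stimulated with CCL20 at 14 nM final; plate controls were DMSO with CCL20 for no effect and DMSO without agonist for full effect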
CXCR6 inh: CXCR6 (human) receptor inhibition; inhibition, % at 20 µM; CHO-K1 PathHunter CXCR6 beta-arrestin, luminescence; AID 602244; actives 0.36% (n = 360,000); in the data active = inhibition above about 34%, passing the limit was not always enough;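 note: antagonist mode with CXCL16 agonist at 10 nM final; 0% = 10 nM CXCL16 with DMSO and 100% = unstimulated wells without agonist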
Gli-Sufu antag: blocks Gli-Sufu signaling in a luciferase reporter | Sufu-KO-LIGHT fibroblasts, Gli luciferase reporter luminescence | inhibition, % at 5 µM | actives 0.74% (n = 340,000);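 active = inhibition above about 55%, limit read from the data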;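 note: 0% = DMSO-treated cells and 100% = wells with medium but no cells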
UPR CHOP act: activators of apoptotic arm of unfolded protein response (CHOP); CHO-CHOP luciferase reporter, UPR activation, luminescence; percent of tunicamycin response over DMSO baseline; activation, % at 10 µM; actives 0.34% (n = 330,000); AID 449763;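 active = at 10 µM dose, activation of 40% or more, normalized to positive control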;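 note: 100% = tunicamycin at 10 µg/mL and 0% = DMSO alone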
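Test system: CHO CHOP reporter cells. Input: 500 CHO-CHOP cells per well. Medium: F12 with 10% FBS. Technique: luciferase luminescence. Measure: percent activation relative to tunicamycin control. Dosing: 10 µM compound, 0.5% DMSO. Timing: 16-18 h cell attachment, then 6 h compound exposure, 37 °C.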
* marks the source's active call; other numbers are inactive results; . = not tested or not shown; & = joins results of further samples.

SMILES	697 NFkB inh	XBP1 UPR activ	Mdm2-MdmX inh	Jurkat NFkB inh	EBI2 block	CCR6 antagonist	CXCR6 inh	Gli-Sufu antag	UPR CHOP act
CCn1c(O)c(C2=c3ccccc3=NC2=O)c2cc(Br)ccc21	9	-7	31	7	.	31	.	5	111*
CCOc1ccccc1-c1cc(-c2n[nH]c(=S)n2CC)c2ccccc2n1	12	0	-4	13	-3	-3	0	7	-1.6
c1ccc(Nc2nc(N3CCCC3)nc(N3CCCC3)n2)cc1	-3	0	-8	4	15	2	-5	8	-1.0
Cc1ccc2c(c1)nnn2C1CCN(S(=O)(=O)c2ccc(C(=O)N(C)C3CCCCC3)cc2)CC1	-53	2	20	6	15	5	-10	40	3.7
S=C(NC1CCCC1)N1CCOCC1	6	-1	23	-2	-3	-2	2	38	-1.2
O=C(CCNC(=O)c1ccc([N+](=O)[O-])cc1)Nc1cccc(S(=O)(=O)N2CCCCCC2)c1	12	-1	9	3	-7	7	-14	19	1.5
O=C(Nc1cccc([N+](=O)[O-])c1)c1ccc(N2CCCC2=O)cc1	-18	0	28	-17	5	4	-4	-27	7.5
O=C(NC(=S)Nc1ccc(S(=O)(=O)Nc2nccs2)cc1)c1ccc(F)c(F)c1	21	-1	-28	9	5	36	14	4	1.9
COc1ccc(NC(=O)CN2C(=O)c3ccccc3S2(=O)=O)cc1OC	-22	-10	15	-17	-8	4	-5	-10	-0.6
CC(Sc1nnc(C2CC2)n1-c1ccccc1)C(=O)N1CCNC1=O (stereo not drawn)	0	0	-8	6	-5	-4	-8	-10	0.8
O=C(CSc1nnc(CNC(=O)c2ccccc2)o1)c1ccc(Cl)cc1	15	-6	17	9	-1	3	-15	5	-0.4
COC(=O)[C@@]1(C)[C@H]2C(=O)N(Cc3ccccc3)C(=O)[C@H]2[C@H]2CN=C(SCC3CC3)N21	-6	0	16	.	0	8	1	-3	2.6
COc1ccc(C(=O)N/C(=C\c2ccc(SC)cc2)C(=O)NCCCn2ccnc2)cc1OC	3	2	34	3	-5	3	6	4	-0.6
Cc1cccc2nc3ccccc3nc12	-10	0	2	0	7	10	1	-20	2.6
CN(C)c1ccc(NS(=O)(=O)c2cccc(Cl)c2)cc1	5	0	6	10	-6	15	-3	0	1.5
CCOCCCN(C)C1CCN(C(=O)c2oc3ccccc3c2NC(=O)c2ccc(F)cc2)CC1	2	-2	2	11	-14	6	3	-4	2.3
COc1ccc2cc(-c3ccon3)ccc2c1	-37	2	-24	-53	1	5	-2	-35	6.7
CCOC(=O)Cn1c(-c2cccnc2Cl)nc2ccccc21	-3	-2	0	5	0	-1	3	-2	-0.1
CCCC1CC(CCc2ccccc2)OS(=O)(=O)N1 (stereo not drawn)	-29	-3	8	-31	6	10	-2	7	-0.6
CC(C)c1ccc(N(CC(=O)NCCSCc2ccco2)S(C)(=O)=O)cc1	-11	0	-23	2	2	11	4	-9	1.2
CCOC(=O)C(C)Oc1ccc(NC(=O)C(Cl)(Cl)Cl)cc1 (stereo not drawn)	-18	-3	-20	-16	12	-14	0	6	-0.3
COc1cc(/C=N\NS(=O)(=O)c2ccccc2)cc(OC)c1OC	13	-2	7	2	-15	4	-10	0	-0.2
Cc1cc(C)c(C#N)c(N2CCOCC2)n1	7	-1	5	-4	-3	-8	10	2	0.7
C=CCCCCCCCCC(=O)NNC1CC(=O)N(c2ccccc2)C1=O (stereo not drawn)	14	-4	-1	-6	-2	8	-6	2	-0.9
COc1cc(N2CCCC2)ccc1[N+](=O)[O-]	1	-1	-13	-17	-4	8	8	3	-1.6
Cc1ccsc1/C=C1/SC(=O)N(CC(=O)N2CCOCC2)C1=O	8	6	-4	-1	-11	-6	-5	6	-0.2
O=C(OCc1ccc(Br)cc1F)c1cc2ccccc2oc1=O	-7	-1	7	-13	-2	18	-4	-8	0.3
Cc1coc2c1c(C)cc1oc(=O)c(CC(=O)NCCCCCC(=O)O)c(C)c12	9	2	-22	12	-1	1	-1	-9	-0.3
COc1cc2nc(NC(=O)c3ccc(Cl)cc3)[nH]c(=O)c2cc1OC	1	-2	2	0	13	5	0	7	-0.3
CCN(CCn1cccn1)Cc1c(C(=O)N2C[C@@H](C)O[C@@H](C)C2)nc2ccc(Cl)cn12	3	-2	11	13	1	3	-1	2	1.8

Shown field by field: entries from further up
Compound: O=C(OCc1ccc(Br)cc1F)c1cc2ccccc2oc1=O
  697 NFkB inh: -7
  XBP1 UPR activ: -1
  Mdm2-MdmX inh: 7
  Jurkat NFkB inh: -13
  EBI2 block: -2
  CCR6 antagonist: 18
  CXCR6 inh: -4
  Gli-Sufu antag: -8
  UPR CHOP act: 0.3

Compound: Cc1coc2c1c(C)cc1oc(=O)c(CC(=O)NCCCCCC(=O)O)c(C)c12
  697 NFkB inh: 9
  XBP1 UPR activ: 2
  Mdm2-MdmX inh: -22
  Jurkat NFkB inh: 12
  EBI2 block: -1
  CCR6 antagonist: 1
  CXCR6 inh: -1
  Gli-Sufu antag: -9
  UPR CHOP act: -0.3

The listing picks up, starting 5 compounds before the break.
SMILES	697 NFkB inh	XBP1 UPR activ	Mdm2-MdmX inh	Jurkat NFkB inh	EBI2 block	CCR6 antagonist	CXCR6 inh	Gli-Sufu antag	UPR CHOP act
Cc1ccsc1/C=C1/SC(=O)N(CC(=O)N2CCOCC2)C1=O	8	6	-4	-1	-11	-6	-5	6	-0.2
O=C(OCc1ccc(Br)cc1F)c1cc2ccccc2oc1=O	-7	-1	7	-13	-2	18	-4	-8	0.3
Cc1coc2c1c(C)cc1oc(=O)c(CC(=O)NCCCCCC(=O)O)c(C)c12	9	2	-22	12	-1	1	-1	-9	-0.3
COc1cc2nc(NC(=O)c3ccc(Cl)cc3)[nH]c(=O)c2cc1OC	1	-2	2	0	13	5	0	7	-0.3
CCN(CCn1cccn1)Cc1c(C(=O)N2C[C@@H](C)O[C@@H](C)C2)nc2ccc(Cl)cn12	3	-2	11	13	1	3	-1	2	1.8
CC1=C(C(=O)NCc2ccc3c(c2)OCO3)C2(CCC(C)CC2)OC1=O (stereo not drawn)	14	0	-34	3	-3	7	-4	3	-2.1
Cc1ccc(CN2CCCN(Cc3ccc(F)cc3Cl)S2(=O)=O)cc1	0	-7	1	-5	-3	15	-2	1	-1.2
CCOC(=O)c1cc(-c2cccnc2)nn1-c1ccccn1	7	-3	7	-7	4	-13	-17	-1	0.0
CC(=O)C1=C(O)C(=O)N(c2ccc(O)cc2)C1c1ccccc1 (stereo not drawn)	9	1	-5	6	-9	6	7	-6	1.0
COc1ccc2c(c1)nc(NCCO)n2C	2	0	-8	-8	-10	7	4	0	-0.9
CCc1ccc(NC(=S)Nc2cc(C(=O)O)ccc2N2CC3CC(C2)c2cccc(=O)n2C3)cc1 (stereo not drawn)	-1	-2	-10	-9	36	9	4	-5	0.1
Cc1ccc(-n2c(-c3ccc(Br)cc3)c[n+]3c2CCc2ccc4cccnc4c2-3)cc1	.	.	.	.	4	2	-14	87*	.
CC(=O)c1ccc(NC(=O)CSCCO)cc1	-15	-1	10	-7	-10	-5	-9	-9	3.0
Cc1ccc(CN2C(=O)c3ccccc3C2C(=O)NCC2CCCO2)cc1 (stereo not drawn)	20	-3	-2	4	-5	4	1	2	-1.1
COc1ccc(OC)c(S(=O)(=O)NCC(c2ccc3c(c2)OCO3)N2CCOCC2)c1 (stereo not drawn)	13	0	-6	8	-5	9	3	-8	1.3
C=CCOc1ccc(C(=O)c2ccccc2)c(OCC(=O)NC2(C#N)CCCC2)c1	6	-4	-23	9	9	23	5	7	0.0
Cc1nc(-c2coc3cc(O)c(C)cc3c2=O)cs1	-208	-5	-102	-88	-12	11	-12	-56	-3.3
CCOc1cccc(-c2nnc(SCC(=O)NC3CC3)n2C)c1	15	-5	-2	5	1	-4	-6	-3	0.4
CCOC(=O)C1CCN(C(=O)COC(=O)CCOc2ccc(C)cc2)CC1	0	0	1	1	6	10	-4	-4	0.4
COc1ccc(CSc2nc(O)cc(=O)n2CC(C)C)cc1F	-1	3	4	-9	2	12	5	-21	-1.1
CCOc1ccc(CN(C)C(C)C(=O)NCCc2ccc(F)cc2)cc1 (stereo not drawn)	-6	-2	0	-15	3	23	14	26	1.2
Cc1ccnc(N2CCN(C(=O)CSc3nc4ccccc4nc3N3CCC(C)CC3)CC2)c1	-17	1	27	-5	13	5	6	0	-0.3
C/C(=N\NC(=O)C1CC1)c1ccc2c(c1)OCCO2	2	0	-10	-14	-6	14	-3	-18	1.0
N#Cc1cc2c(nc1SCc1ccc(Cl)nc1)CCCCC2	-1	5	2	15	6	33	11	4	-1.3
O=C(Nc1nnc(COc2ccc(Br)cc2)s1)c1ccco1	3	-3	9	-5	-5	13	0	25	1.5
CCOC(=O)c1csc(NC(=O)CSc2nnnn2-c2cccc(OC)c2)n1	9	-4	32	4	5	4	-4	-2	-0.2
C=C(C)C(=O)Nc1nnc(-c2ccccc2C)s1	.	.	.	.	3	9	-4	-8	.
O=C(CCCn1c(=S)[nH]c2cc3c(cc2c1=O)OCO3)N1CCN(c2ccc(Cl)cc2)CC1	14	3	42	24	-7	-5	-4	35	8.9
Cc1ccc(S(=O)(=O)Nc2cccc(C(=O)NCc3ccccn3)c2)cc1F	4	-2	11	6	0	6	-6	-2	1.0
Cc1cccc(NC(=O)C2Cc3ccccc3CN2C(=O)OCc2ccccc2)c1C (stereo not drawn)	10	-4	6	6	10	9	-2	-18	0.1
CCOC(=O)C(C)Sc1nnc(Cc2cc(=O)[nH]c(=O)[nH]2)n1-c1cccc(OC)c1 (stereo not drawn)	16	-2	8	10	-1	-10	-2	-1	1.3
CCn1c(SCCOc2ccc(OC)cc2)nnc1C(CO)NC(=O)c1ccc(OC)cc1 (stereo not drawn)	17	-1	9	3	-1	2	8	3	2.4
Cc1ccc(C)c(NS(=O)(=O)c2c(C)ccc3nsnc23)c1	3	0	9	-1	-3	-1	7	5	0.7
c1ccc(Oc2nnc(-c3cccs3)c3ccccc23)cc1	15	0	-2	1	-15	13	-3	7	-0.4
CC(=O)N1CCN(S(=O)(=O)c2ccc3c(c2)CC(=O)N3)CC1	-34	1	-6	4	-10	-4	-3	4	-2.1
CC1=NNC(=O)C1CC(=O)N/N=C/c1sccc1C (stereo not drawn)	-3	1	10	-3	5	-3	2	1	1.2
Cc1ccccc1N=C1c2ccccc2C(=O)C1[N+](=O)[O-] (stereo not drawn)	7	0	21	2	-9	-1	10	-5	-1.1
CCC(c1nnnn1CCOC)N1CCN(c2cccc(C(F)(F)F)c2)CC1 (stereo not drawn)	12	-1	25	-13	9	23	4	10	1.2
COCCCN1CC(=O)N2Cc3[nH]c4ccccc4c3C[C@H]2C1=O	1	-1	11	-12	-4	10	2	-5	-1.5
CN1CC(=O)N=C1N	2	-3	-15	-4	-6&-3	1&0	3&-6	-1&-8	0.3
CC1=C(C#N)CCC(=O)N1Cc1ccc(C)cc1	8	2	-5	8	-3	3	-10	3	0.9
O=C(NCC(Cl)c1ccc2ccccc2c1)c1c(F)cccc1F (stereo not drawn)	-14	3	-4	2	-7	14	5	-23	3.5
CC(C)N(Cc1nc(-c2ccc(Cl)cc2)no1)C(=O)CN(C)S(=O)(=O)c1ccc(Cl)cc1	16	-3	-1	7	10	3	-7	1	0.5
Cc1nn(-c2ccccc2)c(C)c1NC(=O)COC(=O)Cc1cccc(C(F)(F)F)c1	10	-2	3	-2	-8	3	-12	-6	3.3
COC(C[C@@H](O)C[C@H](O)[C@@H](C)OCc1ccccc1)OC	10	-1	-11	-3	-2	2	3	-5	-0.9

Compounds were not picked by outcome. Share with any hit: about 5%.
